GSH bead fluor: compound fluorescence on glutathione beads, profiling panel, artefact control, biophysical, 488/530 nm, flow cytometry; GSH beads flow cytometry, compound fluorescence 488/530 nm; hits give high values; fluorescence (KMESF) at 10 µM; 190,000 tested, 0.25% active; in the data active = fluorescence above about 89;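 also: glutathione beads carrying GST-tagged Bcl family fusion proteins plus one bare bead set; values are compound well signal with DMSO vehicle wells as background; inactives centre near 16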
Rac1 mut GTP: GTP binding modulators of activated mutant Rac1, primary screen, biochemical, bead-based flow cytometry, multiplex, fluorescent GTP; 190,000 tested, 0.11% active; AID 764, 2007; GST-Rac1 activated beads; actives lie on both sides; 100% means binding = to untreated wells; percent activity (GTP binding), % at 10 µM; Ras-related C3 botulinum toxin substrate 1 (Homo sapiens), P63000;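 active = GTP binding at least 20 percentage points away from the 100% baseline, in either direction, so actives lie on both sides; inconclusive = Compound likely fluorescent itself, or too few beads counted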
Avidin fluor: green autofluorescence of compounds with avidin beads – biophysical, 488/530 nm, flow cytometry, artefact control, profiling panel | fluorescence (KMESF) at 10 µM | 220,000 tested, 0.38% active | compound fluorescence 488/530 nm; hits give high values; in the data active = fluorescence above about 47; also: inactives centre near 10
Rac1 wt GTP bind: wildtype Rac1 GTP binding modulators, primary screen, biochemical, GST-Rac1 beads, flow cytometry, multiplex. GTP binding activity (% of control), % at 10 µM. Ras-related C3 botulinum toxin substrate 1 (Homo sapiens), P63000. AID 757, 2007. fluorescent GTP binding; actives lie on both sides; 0 = cold GTP competed, 100 = untreated. 190,000 tested, 0.27% active;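 active = GTP binding activity at least 20 points away from the 100% control level, either lower or higher; inconclusive = compound flagged as likely green fluorescent, judged across all proteins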
ABCG2 inh: ABCG2 efflux pump inhibitors, primary screen, multiplex with ABCB1, IgMXP3 cells, flow cytometry; 190,000 tested, 0.1% active; JC-1 efflux; inhibition, % at 6.6 µM; AID 1325, 2008;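 active = inhibition above 80%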;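 also: 0% = DMSO and 100% = nicardipine control wells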
Target sequence (Q9UNQ0 whole entry, looked up): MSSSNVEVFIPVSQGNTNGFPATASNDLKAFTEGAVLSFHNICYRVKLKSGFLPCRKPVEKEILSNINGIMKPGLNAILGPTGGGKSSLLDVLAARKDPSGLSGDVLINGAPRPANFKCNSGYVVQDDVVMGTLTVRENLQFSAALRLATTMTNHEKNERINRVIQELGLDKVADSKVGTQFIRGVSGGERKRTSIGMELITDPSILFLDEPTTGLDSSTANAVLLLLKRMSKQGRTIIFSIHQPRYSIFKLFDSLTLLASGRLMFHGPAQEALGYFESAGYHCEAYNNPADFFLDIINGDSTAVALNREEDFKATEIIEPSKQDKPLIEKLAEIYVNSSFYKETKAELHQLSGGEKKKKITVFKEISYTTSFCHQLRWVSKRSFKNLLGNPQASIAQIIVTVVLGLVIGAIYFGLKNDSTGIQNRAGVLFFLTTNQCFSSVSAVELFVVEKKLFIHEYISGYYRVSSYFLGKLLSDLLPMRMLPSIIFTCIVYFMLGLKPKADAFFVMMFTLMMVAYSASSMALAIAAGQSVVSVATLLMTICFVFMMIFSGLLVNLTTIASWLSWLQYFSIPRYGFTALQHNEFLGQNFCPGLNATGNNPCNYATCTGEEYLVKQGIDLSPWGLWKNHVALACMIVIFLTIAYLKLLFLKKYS
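System: two drug-resistant human cell lines, ABCG2 and ABCB1; controls: nicardipine high and DMSO low controls; times: 10 min exposure at 25 °C with rotation, no wash; detection: flow cytometry of retained JC-1 fluorescence; read-out basis: percent efflux inhibition, scaled nicardipine 100% to DMSO 0%; doses: one concentration, 6.6 µM final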
Rab7 wt GTP bind: modulators of GTP binding to Rab7, primary screen, biochemical, wildtype, multiplex bead flow cytometry; GTP binding activity (percent of control), % at 10 µM; GST-Rab7 beads, fluorescent GTP binding; actives lie on both sides; untreated = 100%, excess cold GTP = 0%; 190,000 tested, 0.055% active;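 active = fluorescent GTP binding to Rab7 beads changed by at least 20 points from the 100% baseline, either direction, mostly lower; inconclusive = compound itself probably fluorescent, or too few beads counted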;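 also: median green fluorescence of bound Bodipy-FL-GTP per Rab7 bead population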
HRas wt GTP: modulators of GTP binding to HRas wildtype, primary screen, biochemical, bead-based flow cytometry, multiplex; GTPase HRas (Homo sapiens), P01112; GST-Ras wt beads, Bodipy-FL-GTP binding; actives lie on both sides; GTP binding activity, % at 10 µM; 190,000 tested, 0.14% active; AID 759, 2007;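 active = GTP binding activity at least 20% away from the 100% baseline, either lowered as inhibitor or raised as activator; inconclusive = flagged as likely green fluorescent, judged across all proteins in the well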;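 also: 0% = unlabeled GTP competition control and 100% = no-compound control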
Target sequence (P01112 whole entry, looked up): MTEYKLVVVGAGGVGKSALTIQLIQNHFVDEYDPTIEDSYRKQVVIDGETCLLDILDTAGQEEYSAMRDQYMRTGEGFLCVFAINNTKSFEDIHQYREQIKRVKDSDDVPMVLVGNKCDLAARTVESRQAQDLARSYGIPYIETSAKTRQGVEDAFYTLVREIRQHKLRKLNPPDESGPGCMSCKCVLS
Cdc42 wt GTP: modulators of GTP binding to wildtype Cdc42, primary screen, biochemical, multiplex bead flow cytometry, Bodipy-GTP | 190,000 tested, 0.2% active | GST-Cdc42 beads; actives lie on both sides | percent activity (GTP binding), % at 10 µM | AID 761, 2007;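 active = percent activity GTP binding at least 20 points away from the 100% baseline, either down as inhibitor or up as activator; inconclusive = compound flagged as likely green fluorescent from well-wide comparison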;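 also: median bead fluorescence of bound Bodipy-FL-GTP at 100 nM; 0% = excess unlabeled GTP control and 100% = no compound control; below 100% means less GTP binding so inhibitor and above means activator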
Target sequence (P60953 whole entry, looked up): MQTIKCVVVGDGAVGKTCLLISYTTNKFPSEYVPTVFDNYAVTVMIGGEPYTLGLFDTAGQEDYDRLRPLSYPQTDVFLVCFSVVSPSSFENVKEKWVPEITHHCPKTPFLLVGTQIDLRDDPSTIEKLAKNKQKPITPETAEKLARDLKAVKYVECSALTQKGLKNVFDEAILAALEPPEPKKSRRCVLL
Pf gamet viab: late stage P. falciparum gametocyte viability inhibitors, primary screen, ATP luminescence, HTS | P. falciparum stage V gametocytes, 24 h | inhibition, % at 10.9 µM | 150,000 tested, 0.065% active | AID 743093, 2013;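 active = inhibition above the mean plus 3 SD of compounds within the control limits, set per campaign, cut at about 38% in these data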;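 also: 0% = DMSO wells and 100% = medium only without gametocytes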
Rab2A wt mod: modulators of GTP binding to Rab2A wildtype, primary screen, biochemical, dog, bead-based flow cytometry, multiplex | GST-Rab2 wt beads, Bodipy-GTP binding | GTP binding activity, % at 10 µM | 190,000 tested, 0.19% active;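 active = GTP binding activity at least 20 points away from 100%, either lowered or raised; inconclusive = signal likely due to the compound's own green fluorescence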;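 also: 0% = beads with excess unlabeled GTP and 100% = no-compound control corrected for plate trend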
ABCB1 block: ABCB1 efflux pump inhibitors, primary screen, cell-based, multiplex, flow cytometry, ABCG2 counter-screen; ATP-dependent translocase ABCB1 (Homo sapiens), P08183; CCRF-Adr cells, JC-1 efflux; inhibition, % at 6.6 µM; 190,000 tested, 0.067% active; AID 1326, 2008; in the data active = inhibition above about 40%;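 also: 0% = vehicle and 100% = reference inhibitor; higher value means more JC-1 retained so stronger ABCB1 efflux block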
The depositor's hits bear a star; ? = inconclusive; nt = no result given. Random draw from the library; any-hit rate near 1.1%.

SMILES | GSH bead fluor | Rac1 mut GTP | Avidin fluor | Rac1 wt GTP bind | ABCG2 inh | Rab7 wt GTP bind | HRas wt GTP | Cdc42 wt GTP | Pf gamet viab | Rab2A wt mod | ABCB1 block
Cc1[nH]n(C(C)(C)C)c(=O)c1Sc1ccccc1 | 14 | 97 | 9 | 99 | 2 | 97 | 100 | 101 | 7 | 100 | 0.8
CCC(c1nnnn1Cc1ccc2c(c1)OCO2)N1CCN(c2ccc(F)cc2)CC1 (stereo not drawn) | 26 | 97 | 10 | 101 | 9 | 100 | 100 | 101 | -15 | 99 | 0.4
Cn1cccc1CNCc1ccccc1Cl | 56 | 100 | 9 | 104 | 0 | 98 | 101 | 102 | nt | 99 | 0.2
C/C(=N\NC(=O)c1ccccc1)c1cc2cc([N+](=O)[O-])ccc2oc1=O | 18 | 94 | 13 | 95 | 1 | 96 | 95 | 95 | 10 | 93 | -0.3
Cn1[nH]c(=O)c(Cl)c(Cl)c1=O | 11 | 101 | 8 | 108 | 2 | 99 | 103 | 106 | 7 | 101 | 0.4
Cc1n[nH]c(C)c1S(=O)(=O)N1CCCC(C(=O)Nc2nccs2)C1 (stereo not drawn) | 12 | 98 | 10 | 101 | 0 | 102 | 98 | 98 | nt | 98 | 0.0
O=C(Nc1ccc(-c2ccc([N+](=O)[O-])cc2)cc1)c1ccccc1F | 11 | ? | 13 | ? | 23 | ? | ? | ? | 9 | ? | 1.1
Oc1ccccc1-c1nnc(COc2ccccc2)o1 | 27 | 95 | 5 | 99 | 9 | 98 | 98 | 97 | nt | 99 | 0.6
CCOc1cc(/C=N/NC(=O)COc2cccc(C)c2)ccc1OC(=O)c1cccs1 | 33 | 98 | 16 | 104 | 25 | 100 | 100 | 101 | nt | 101 | 0.9
COc1ccccc1NC(=O)/C=C/c1ccc(OC)c(S(=O)(=O)N2CCOCC2)c1 | 73 | 96 | 13 | 104 | 8 | 101 | 97 | 99 | nt | 97 | 1.2
COc1ccccc1C(=O)NCC1(c2ccccc2)CCCC1 | 18 | 98 | 8 | 98 | 7 | 97 | 96 | 96 | -13 | 97 | 1.1
O=C(Nc1cnn(Cc2ccc(Cl)c(Cl)c2)c1)C12CC3CC(CC(C3)C1)C2 | 17 | 99 | nt | 96 | 1 | 100 | 97 | 95 | nt | 98 | 0.1
Cc1ccccc1N/C(=C(/C(Cl)=C(Cl)Cl)[N+](=O)[O-])n1nnc2ccccc21 | 15 | 92 | 27 | 92 | -1 | 92 | 91 | 90 | 13 | 89 | -0.1
O=C(CCNC(=O)Cn1cnc2ccccc2c1=O)NCC1CCCO1 (stereo not drawn) | 9 | 99 | 10 | 104 | 0 | 105 | 100 | 99 | nt | 101 | -0.2
O=C(Nc1nc(-c2ccccn2)cs1)c1ccc2c(c1)OCCO2 | 19 | 95 | 6 | 99 | 2 | 94 | 96 | 97 | nt | 96 | 1.2
CCCCCCOc1ccc(C(=O)n2cnc(N)n2)cc1 | 22 | 103 | 15 | 104 | 1 | 101 | 105 | 108 | 8 | 106 | 0.1
O=C(COc1ccccc1)NC(=S)N1CCc2ccccc21 | 8 | 97 | 1 | 99 | 3 | 102 | 97 | 99 | -22 | 97 | 0.8
CNC(=O)CN1C(=O)CSc2ncccc21 | 21 | 100 | 10 | 108 | 0 | 106 | 104 | 106 | nt | 104 | -1.3
CCc1c(C)nc(Nc2nc(C)c3cc(OC)ccc3n2)[nH]c1=O | 16 | ? | 18 | ? | 8 | ? | ? | ? | -19 | ? | 1.9
Cc1cc(C)cc(NS(=O)(=O)c2ccc3c(c2)c(=O)n(C)c(=O)n3C)c1 | 5 | 99 | 10 | 100 | 3 | 102 | 100 | 97 | 7 | 99 | 1.8

Some of these compounds in order of heavy-atom count, ascending:
SMILES | GSH bead fluor | Rac1 mut GTP | Avidin fluor | Rac1 wt GTP bind | ABCG2 inh | Rab7 wt GTP bind | HRas wt GTP | Cdc42 wt GTP | Pf gamet viab | Rab2A wt mod | ABCB1 block
COc1ccccc1C(=O)NCC1(c2ccccc2)CCCC1 | 18 | 98 | 8 | 98 | 7 | 97 | 96 | 96 | -13 | 97 | 1.1
O=C(CCNC(=O)Cn1cnc2ccccc2c1=O)NCC1CCCO1 (stereo not drawn) | 9 | 99 | 10 | 104 | 0 | 105 | 100 | 99 | nt | 101 | -0.2
Cc1ccccc1N/C(=C(/C(Cl)=C(Cl)Cl)[N+](=O)[O-])n1nnc2ccccc21 | 15 | 92 | 27 | 92 | -1 | 92 | 91 | 90 | 13 | 89 | -0.1

The list continues.
SMILES | GSH bead fluor | Rac1 mut GTP | Avidin fluor | Rac1 wt GTP bind | ABCG2 inh | Rab7 wt GTP bind | HRas wt GTP | Cdc42 wt GTP | Pf gamet viab | Rab2A wt mod | ABCB1 block
COc1cccc2c(SCC(=O)N/N=C/c3ccccc3)cc(C)nc12 | 5 | 95 | 4 | 96 | 6 | 99 | 94 | 99 | nt | 97 | 1.9
Cc1ccc(CNC(=O)Cc2csc(Nc3nc(=S)[nH]c4ccccc34)n2)cc1 | 24 | ? | 16 | ? | 2 | ? | ? | ? | nt | ? | 0.3
Cc1ccc(S(=O)(=O)NCC23C=CC(O2)C2C(=O)N(c4ccccc4)C(=O)C23)cc1 (stereo not drawn) | 30 | 96 | 4 | 96 | 1 | 95 | 96 | 97 | nt | 94 | 0.4
CCC(=O)Nc1ccc(N2CCCCC2)cc1 | 39 | 100 | 5 | 105 | 0 | 100 | 100 | 102 | nt | 99 | 0.2
CCOC(=O)c1nc(NNC(C)=O)sc1C | 9 | 94 | 9 | 101 | -2 | 94 | 96 | 99 | 15 | 94 | 0.3
Cc1nc(-c2c(C(F)(F)F)noc2-c2ccc(O)cc2O)cs1 | 20 | 98 | 14 | 100 | -2 | 99 | 103 | 103 | nt | 102 | -2.9
Cc1ccc(OCCN2CCCCCC2)c(C)c1 | 23 | 97 | 7 | 106 | -4 | 100 | 103 | 102 | nt | 101 | 0.0
NC(=O)C1CCN(CC(=O)N2c3ccccc3CCc3ccccc32)CC1 | 17 | 98 | 8 | 102 | 1 | 105 | 104 | 104 | nt | 102 | 0.3
CCOC(=O)c1c(C=O)c(C)n(Cc2ccc(Cl)cc2)c1C | 24 | 98 | 9 | 98 | 0 | 95 | 96 | 94 | nt | 96 | 0.3
COc1ccc2cc(/C=N/NC(=O)c3ccc(CN(c4ccc(C)c(C)c4)S(C)(=O)=O)cc3)c(Cl)nc2c1 | 10 | 97 | 5 | 103 | -11 | 100 | 97 | 99 | nt | 94 | -0.8
CC(=O)NCCc1nc2ccccc2n1Cc1ccccc1 | 13 | 96 | 7 | 96 | -1 | 98 | 96 | 99 | nt | 96 | -0.1
Cc1nc(SCC(=O)Nc2ccc(OCc3ccccc3)cc2)n[nH]1 | 13 | 97 | 6 | 101 | 8 | 96 | 98 | 102 | nt | 100 | -0.4
CN(C)C(=O)N1CCCC(C(=O)NCc2ccccc2Cl)C1 (stereo not drawn) | 40 | 98 | 8 | 99 | 0 | 100 | 99 | 101 | nt | 100 | -0.3
Cc1nc2c(C(=O)NCc3cccs3)cnn2c(C)c1Cc1ccc(F)cc1 | 12 | 102 | 12 | 103 | 11 | 98 | 100 | 88 | -6 | 98 | 11
CC1CCN(C(=O)C2CCN(S(=O)(=O)c3cccc4nsnc34)CC2)CC1 | 25 | 95 | 9 | 95 | 4 | 96 | 96 | 95 | -15 | 95 | 0.6
CCOc1ccccc1OCC(=O)N/N=C(\C)Cc1ccc(OC)cc1 | 11 | 98 | 4 | 101 | 1 | 96 | 100 | 100 | -23 | 101 | 0.2
CCc1nccn1-c1cc(C(C)(C)C)nc2c(-c3ccc(Cl)cc3)cnn12 | 17 | 98 | 16 | 101 | 0 | 97 | 101 | 98 | nt | 103 | -0.3
CC(=O)c1c(C)n(-c2ccc(N(C)C)cc2)c2ccc(OCC(N)=O)cc12 | 13 | 97 | 41 | 99 | 4 | 101 | 100 | 100 | 8 | 101 | 0.9
COc1ccc(OCC(=O)N2CC3(C)CC2CC(C)(C)C3)cc1 (stereo not drawn) | 15 | 100 | 6 | 105 | 0 | 98 | 99 | 104 | nt | 102 | 0.2
c1ccc2c(c1)nc1n2CN(Cc2ccc3c(c2)OCO3)CN1 | 11 | 100 | 34 | 105 | 5 | 98 | 99 | 102 | 13 | 101 | 0.4
COc1ccc(Nc2nnc(C)c(=O)[nH]2)cc1 | 50 | 102 | 4 | 106 | 1 | 100 | 100 | 100 | nt | 101 | 0.2
CC(C)CCNC(=O)CN(CC1CCCO1)C(=O)CCC(=O)Nc1ccccn1 (stereo not drawn) | 11 | 100 | 9 | 101 | 0 | 107 | 103 | 104 | nt | 103 | -0.2
Cc1nnc(NC(=O)Cn2nc(C)c3ccccc3c2=O)s1 | 13 | 96 | 11 | 97 | 1 | 98 | 96 | 97 | -9 | 95 | 0.0
CC(=O)Nc1cccc(-c2csc(NCc3ccco3)n2)c1 | 40 | 98 | 6 | 101 | -1 | 100 | 99 | 100 | nt | 101 | -1.6
CC(C)c1ccc(NC(=S)Nc2ccc(OC(F)(F)F)cc2)cc1 | 12 | 95 | 6 | 98 | 11 | 107 | 98 | 95 | -5 | 98 | 2.8
COc1ccccc1/C=N/N1C(=O)C2C3C=CC(CC3)C2C1=O (stereo not drawn) | 13 | 95 | 10 | 96 | 12 | 98 | 94 | 95 | -12 | 97 | -0.1
O=C(O)/C(=C\c1cccs1)Sc1nnc(-c2ccc(F)cc2)o1 | 13 | 92 | 21 | 99 | -3 | 101 | 100 | 95 | 5 | 96 | -0.5
Cc1ccc(N(C(=O)c2cnccn2)C(C(=O)NC2CCCCC2)c2ccc(O)cc2)cc1 (stereo not drawn) | 17 | 93 | 8 | 96 | 2 | 91 | 96 | 94 | 12 | 91 | 0.3
O=C(COC(=O)CN1C(=O)C2CCCCC2C1=O)Nc1cc(S(=O)(=O)N2CCOCC2)ccc1Cl (stereo not drawn) | 12 | 98 | 7 | 104 | 5 | 102 | 99 | 97 | 4 | 99 | 0.4
CCN(CC)S(=O)(=O)c1ccc(N(C)Cc2ccc(C(F)(F)F)cc2)nc1 | 17 | 102 | 37 | 103 | 4 | 100 | 101 | 104 | 18 | 103 | 0.9
